DAX1 inh-1 – NR0B1 (DAX1) inhibition; P51843; HEK293 Gal4-DAX1 luciferase reporter, luminescence; inhibition, % at 6.75 µM; actives 0.99% (n = 340,000); AID 504766;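 active = inhibition above the mean over all tested compounds plus 3 SD, cut at about 4.2% in these data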;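 note: 0% = DAX1-transfected cells with DMSO and 100% = empty-vector control cells with DMSO; inhibition shows as a rise in luminescence from relieved DAX1 repression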
DAX1 inh-2 – inhibitors of DAX1 repression of SF-1 activated StAR promoter; actives 1.1% (n = 370,000); HEK293T StAR-luciferase reporter, SF-1/DAX-1 repression relief; inhibition, % at 6.8 µM; AID 652010;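 active = inhibition above the mean over all tested compounds plus 3 SD, cut at about 3.6% in these data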;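 note: 0% = DAX-1 cells with DMSO and 100% = cells lacking DAX-1 with DMSO; higher inhibition means more luminescence from relief of DAX-1 repression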
Rev-erbA mod – modulates human Rev-erb alpha binding to DNA; activity, % at 10 µM; actives 0.79% (n = 370,000); AID 1259318; P20393; Rev-erbα–FITC-DNA binding, fluorescence polarization, 90 min;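 active = activity above about 14%, limit read from the data; passing the limit was not always enough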;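 note: 0% = DMSO wells with 35 nM protein and 100% = DMSO wells with 750 nM protein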
PG9 binder – small molecules binding HIV-1 gp120 antibody PG9; TR-FRET gp120-PG9 antibody binding; AID 624416; inhibition, % at 6.7 µM; actives 0.43% (n = 360,000); in the data active = inhibition above about 8.5%
SMARCA2 act – SMARCA2 function activation, primary screen | MG213 cells, MMTV-luciferase reporter, dexamethasone, overnight | activation, % at 9.1 µM | actives 1% (n = 370,000); in the data active = activation above about 7.8%;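 note: 0% = vehicle wells and 100% = reference activator wells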
hgDAF12 agonist – agonists of H. glycines DAF-12 nuclear receptor. activation, % at 6.8 µM. HEK293 GAL4-hgDAF12 UAS-luciferase reporter, agonist luminescence; normalized to butyrate control. actives 1.8% (n = 370,000). AID 687014;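 active = activation above a cutoff set at the mean of all screened compounds plus 3 SD, cut at about 10% in these data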;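 note: 0% = DMSO wells and 100% = sodium butyrate wells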
hcDAF-12 act – H. contortus DAF-12 activation, primary screen; activation, % at 6.8 µM; AID 652067; actives 1.4% (n = 370,000); HEK293 hcDAF-12 lit1-tk-luc reporter, luminescence; 0% DMSO, 100% Δ7-dafachronic acid;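 active = activation above the mean of all tested compounds plus 3 SD, cut at about 5.5% in these data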;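 note: 100% = response to 3 µM Δ7-dafachronic acid high control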
PLCb3 inh – blocks human PLC-beta3 enzyme activity; Q01970; Purified PLC-beta3, fluorogenic substrate, fluorescence; inhibition, % at 12.2 µM; actives 0.18% (n = 370,000); AID 720704; in the data active = inhibition above about 11%;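 note: 0% = median of compound wells on plate and 100% = full blocker control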
Target sequence (Q01970 whole entry, looked up): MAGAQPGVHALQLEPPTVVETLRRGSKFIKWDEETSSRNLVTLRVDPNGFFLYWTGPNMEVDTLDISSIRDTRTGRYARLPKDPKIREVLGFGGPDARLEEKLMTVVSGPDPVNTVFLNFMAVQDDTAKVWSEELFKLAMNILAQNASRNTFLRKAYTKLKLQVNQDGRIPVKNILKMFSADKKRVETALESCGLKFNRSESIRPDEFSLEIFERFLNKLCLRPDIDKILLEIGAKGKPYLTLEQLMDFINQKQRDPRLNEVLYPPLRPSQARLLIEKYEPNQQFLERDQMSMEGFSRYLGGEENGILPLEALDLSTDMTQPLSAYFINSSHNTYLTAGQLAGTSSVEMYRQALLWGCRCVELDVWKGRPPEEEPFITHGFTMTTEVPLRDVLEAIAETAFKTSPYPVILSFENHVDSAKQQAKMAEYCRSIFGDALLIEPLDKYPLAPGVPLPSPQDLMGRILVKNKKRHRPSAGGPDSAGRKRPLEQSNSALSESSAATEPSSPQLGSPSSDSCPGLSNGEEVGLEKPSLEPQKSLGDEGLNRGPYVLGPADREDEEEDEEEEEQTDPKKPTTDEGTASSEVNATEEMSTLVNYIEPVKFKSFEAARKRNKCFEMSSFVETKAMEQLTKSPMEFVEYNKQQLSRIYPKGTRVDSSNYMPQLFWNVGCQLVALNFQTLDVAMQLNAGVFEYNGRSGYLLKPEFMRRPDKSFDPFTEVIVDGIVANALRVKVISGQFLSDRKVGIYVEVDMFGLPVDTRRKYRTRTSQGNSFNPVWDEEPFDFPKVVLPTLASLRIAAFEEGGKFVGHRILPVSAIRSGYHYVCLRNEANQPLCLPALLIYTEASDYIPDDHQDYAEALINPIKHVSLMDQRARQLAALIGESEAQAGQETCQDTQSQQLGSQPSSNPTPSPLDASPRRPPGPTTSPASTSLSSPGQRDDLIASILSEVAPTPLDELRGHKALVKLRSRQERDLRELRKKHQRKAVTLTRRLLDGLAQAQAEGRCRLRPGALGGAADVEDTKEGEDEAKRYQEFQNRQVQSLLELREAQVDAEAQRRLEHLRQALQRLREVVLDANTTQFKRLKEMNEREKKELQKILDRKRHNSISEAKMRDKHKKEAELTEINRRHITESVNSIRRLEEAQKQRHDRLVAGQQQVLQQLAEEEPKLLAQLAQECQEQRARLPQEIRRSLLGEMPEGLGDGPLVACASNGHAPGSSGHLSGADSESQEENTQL
FXN GAA850 act – increases GAA850 frataxin promoter reporter activity | HEK293 lucGAA850 FXN promoter luciferase reporter, 24 h; percent of 10 µM SAHA response | activation, % at 6 µM | actives 0.56% (n = 360,000) | AID 540364;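 active = activation above the average of all compounds screened plus 3 SD, cutoff fixed separately per campaign, cut at about 7.5% in these data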;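 note: 0% = DMSO wells and 100% = 10 µM SAHA wells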
ssDAF-12 act – activates DAF-12 receptor from parasite S. stercoralis; activation, % at 6.8 µM; HEK293 ssDAF-12/GRIP1 lit1-tk-luc reporter, luminescence; % of 3 µM dafachronic acid response; actives 1% (n = 370,000);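 active = activation above the mean over all tested compounds plus 3 SD, cut at about 0.9% in these data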;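 note: 0% = DMSO-only wells and 100% = 3 µM delta7-dafachronic acid wells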
HGIII-sPLA2 inh – Blocks human group III sPLA2 activity | actives 0.56% (n = 370,000) | QFRET BODIPY PC-A2 liposome hydrolysis, fluorescence | inhibition, % at 12.2 µM | AID 743126;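 active = inhibition above mean plus 3 SD of compounds lying within the high and low control bounds, cut at about 19% in these data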;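 note: 0% = median of test compound wells and 100% = no enzyme DMSO wells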
* marks the source's active call; other numbers are inactive results; nt = not tested or not shown.

1: CCOc1ccc(S(=O)(=O)NCCC(=O)N(C)CC(=O)Nc2ccc(N3CCOCC3)cc2)cc1
2: COc1ccc(N2C(=O)C3ON(C4SC(=S)N(C)C4(C)C)C(c4ccc(Cl)cc4)C3C2=O)cc1 (configuration not stated)
3: COc1ccc(CNC(=O)CSc2nnc(C3CC3)n2C2CC2)cc1
4: CCC(O)(C#CCN1CCCCC1)CC
5: NC1=NC(c2ccc(Cl)cc2)N(c2ccc(S(N)(=O)=O)cc2)C(N)=N1 (configuration not stated)
6: COc1ccc2c(c1)nc(-c1cccc(Br)c1)c(=O)n2C(c1ccccn1)c1nc2ccccc2[nH]1 (configuration not stated)
assay / entry	1	2	3	4	5	6
DAX1 inh-1	-0.1	-1.1	0.1	1.3	1.9	nt
DAX1 inh-2	0.4	-0.4	-0.8	0.3	-0.1	2.0
Rev-erbA mod	-3	4	5	0	2	0
PG9 binder	-1.5	0.0	0.4	-1.0	-1.2	0.7
SMARCA2 act	-1	-2	-1	-2	1	7.9*
hgDAF12 agonist	2.5	-1.0	1.4	-0.3	0.8	8.8
hcDAF-12 act	0.1	-1.2	-1.8	-0.5	-0.2	4.5
PLCb3 inh	-9	-1	-5	2	-6	-165
FXN GAA850 act	0.7	1.1	0.1	3.5	2.5	nt
ssDAF-12 act	-0.7	-1.3	-0.9	-0.2	-1.1	0.9*
HGIII-sPLA2 inh	3	5	4	13	-2	1

7: COc1ccc(C)cc1NC(=O)COC(C)=O
8: COCCn1c(-c2cc(OC)c(OC)c(OC)c2)nc2oc3ccccc3c(=O)c2c1=O
9: COc1ccc(CNC(=O)CN2CCN(S(=O)(=O)c3ccccc3)CC2)cc1
10: Cc1ccc(-n2nc3c(c2NC(=O)c2ccc(F)c(F)c2)CS(=O)(=O)C3)cc1
11: CN(C)CCCN(C(=O)c1ccco1)c1nc2c(F)cccc2s1
12: CC(C)NC(=O)c1cc(C2CCCCN2C(=O)OCCF)on1 (configuration not stated)
assay / entry	7	8	9	10	11	12
DAX1 inh-1	-0.4	0.5	-0.1	-0.5	-0.5	nt
DAX1 inh-2	0.1	-0.5	-0.3	-1.2	-0.6	-0.5
Rev-erbA mod	1	7	8	-5	3	1
PG9 binder	1.7	2.2	-1.6	0.2	-1.4	0.6
SMARCA2 act	-4	-2	-3	-1	5	0
hgDAF12 agonist	-0.7	-1.3	4.8	-0.9	2.5	1.4
hcDAF-12 act	-1.5	-2.6	-0.9	0.5	0.5	-1.7
PLCb3 inh	-1	-2	-7	-6	4	3
FXN GAA850 act	1.5	-4.2	-1.2	-3.1	1.2	0.0
ssDAF-12 act	-1.5	-1.6	-1.6	-0.9	-0.6	-1.4
HGIII-sPLA2 inh	11	-1	7	-17	-2	8

13: COc1ccc(C)cc1NC(=O)CCS(=O)(=O)c1cc2c(cc1Cl)NC(=O)CO2
14: CCOC(=O)C1CCCN(C(=O)c2ccccc2[N+](=O)[O-])C1 (configuration not stated)
15: CCN1CCN(S(=O)(=O)c2ccc(S(=O)(=O)NC3CC3)cc2)CC1
16: Cc1ccn(S(=O)(=O)c2ccc3oc(=O)ccc3c2)n1
17: COc1ccc(N(CC(=O)N/N=C/c2ccco2)S(=O)(=O)c2ccccc2)cc1Cl
18: CC(=O)Oc1ccccc1C(=O)Oc1ccccc1C(=O)O
assay / entry	13	14	15	16	17	18
DAX1 inh-1	0.9	0.5	0.3	0.5	-1.2	0.7
DAX1 inh-2	0.5	0.2	0.1	0.0	-0.1	-0.4
Rev-erbA mod	-1	-7	5	-1	2	0
PG9 binder	-1.6	-0.9	-0.1	-0.3	0.2	-0.6
SMARCA2 act	0	-1	3	-1	-4	-4
hgDAF12 agonist	-2.2	1.4	1.4	2.8	-0.3	-1.8
hcDAF-12 act	0.0	0.7	-0.5	1.4	-1.3	-0.3
PLCb3 inh	-8	0	-1	-9	-9	-2
FXN GAA850 act	-0.9	0.0	-2.1	1.1	-0.6	-1.2
ssDAF-12 act	-0.4	-1.3	-0.8	-0.9	-1.4	-0.5
HGIII-sPLA2 inh	-1	0	-1	0	-7	12

A stretch of the results above:
1: CCOc1ccc(S(=O)(=O)NCCC(=O)N(C)CC(=O)Nc2ccc(N3CCOCC3)cc2)cc1
2: COc1ccc(N2C(=O)C3ON(C4SC(=S)N(C)C4(C)C)C(c4ccc(Cl)cc4)C3C2=O)cc1 (configuration not stated)
3: COc1ccc(CNC(=O)CSc2nnc(C3CC3)n2C2CC2)cc1
4: CCC(O)(C#CCN1CCCCC1)CC
5: NC1=NC(c2ccc(Cl)cc2)N(c2ccc(S(N)(=O)=O)cc2)C(N)=N1 (configuration not stated)
6: COc1ccc2c(c1)nc(-c1cccc(Br)c1)c(=O)n2C(c1ccccn1)c1nc2ccccc2[nH]1 (configuration not stated)
7: COc1ccc(C)cc1NC(=O)COC(C)=O
8: COCCn1c(-c2cc(OC)c(OC)c(OC)c2)nc2oc3ccccc3c(=O)c2c1=O
assay / entry	1	2	3	4	5	6	7	8
DAX1 inh-1	-0.1	-1.1	0.1	1.3	1.9	nt	-0.4	0.5
DAX1 inh-2	0.4	-0.4	-0.8	0.3	-0.1	2.0	0.1	-0.5
Rev-erbA mod	-3	4	5	0	2	0	1	7
PG9 binder	-1.5	0.0	0.4	-1.0	-1.2	0.7	1.7	2.2
SMARCA2 act	-1	-2	-1	-2	1	7.9*	-4	-2
hgDAF12 agonist	2.5	-1.0	1.4	-0.3	0.8	8.8	-0.7	-1.3
hcDAF-12 act	0.1	-1.2	-1.8	-0.5	-0.2	4.5	-1.5	-2.6
PLCb3 inh	-9	-1	-5	2	-6	-165	-1	-2
FXN GAA850 act	0.7	1.1	0.1	3.5	2.5	nt	1.5	-4.2
ssDAF-12 act	-0.7	-1.3	-0.9	-0.2	-1.1	0.9*	-1.5	-1.6
HGIII-sPLA2 inh	3	5	4	13	-2	1	11	-1

The listing continues.
19: O=C(CCc1ccccc1)N[C@H]1[C@H](OC(=O)c2ccco2)CCC[C@@]12C(=O)N(Cc1ccccc1)c1ccccc12
20: COC(=O)c1ccc(N2CCN(C)CC2)c(NC(=O)COc2cccc(C)c2)c1
21: COc1ccc(OCC(N)=O)cc1
22: COc1ccccc1N1CCN(S(=O)(=O)c2ccc3c(c2)NC(=O)C(C)S3)CC1 (configuration not stated)
23: CN(CC(=O)Nc1ccccc1Br)C(=O)CCC1CCCC1
24: COc1cccc(-c2cc(C(=O)N3CCOCC3)no2)c1
assay / entry	19	20	21	22	23	24
DAX1 inh-1	nt	2.1	0.0	-0.4	1.5	1.0
DAX1 inh-2	-0.5	0.0	-0.3	-0.6	-1.9	2.2
Rev-erbA mod	4	0	-5	1	5	-1
PG9 binder	nt	-1.9	0.2	1.4	0.7	-2.3
SMARCA2 act	-1	1	-2	-2	-2	5
hgDAF12 agonist	-0.8	1.2	2.5	-3.3	4.2	10
hcDAF-12 act	-2.4	-0.4	0.1	-3.9	0.5	3.4
PLCb3 inh	2	-1	-5	-2	-2	4
FXN GAA850 act	nt	0.4	-0.5	-4.3	0.1	3.1
ssDAF-12 act	-2.1	-1.4	-1.8	-1.1	-0.6	-0.3
HGIII-sPLA2 inh	-7	-3	0	-3	2	0

25: COc1ccc(CNCC(=O)Nc2cc(C)nn2-c2nc(C)cc(C)n2)cc1OC
26: CC(=O)NCc1cn2c(C)csc2n1
27: NC(Cc1ccc(Cl)cc1)c1csc(Nc2ccc(C(=O)c3ccccc3)cc2)n1 (configuration not stated)
28: C/C(=N\NC(=O)c1cc(-c2cccc(OC(C)C)c2)nc2ccccc12)c1cccnc1
29: COc1ccc2nc(NC(=O)CCNC(=O)c3ccco3)sc2c1
30: CCC1CCc2c(n(C)c3ccccc3c2=O)O1 (configuration not stated)
assay / entry	25	26	27	28	29	30
DAX1 inh-1	nt	-0.1	nt	-0.2	0.9	2.1
DAX1 inh-2	0.4	1.0	-1.2	-2.2	2.3	0.0
Rev-erbA mod	3	7	-8	-7	-6	1
PG9 binder	-0.2	0.6	0.4	-3.8	-1.0	-2.1
SMARCA2 act	2	2	-5	-2	7	-1
hgDAF12 agonist	-0.8	-1.4	-0.9	2.8	8.2	-0.3
hcDAF-12 act	-2.9	-0.8	-2.7	-0.5	4.7	-2.9
PLCb3 inh	-2	1	-204	-23	-5	1
FXN GAA850 act	nt	0.9	-2.1	0.8	2.0	0.3
ssDAF-12 act	-1.4	-0.5	-1.7	0.1	-0.8	-1.2
HGIII-sPLA2 inh	1	0	-8	8	-9	0

31: CC(=O)Oc1ccc2c(C)cc(=O)[nH]c2c1
32: CN1CCCC2(CCCN(Cc3nc(Cc4cccc(C(F)(F)F)c4)no3)C2)C1 (configuration not stated)
33: O=C(COC(=O)CNC(=O)c1ccccc1F)Nc1nnc(-c2ccccc2)o1
34: CCC(CO)Nc1cccc2c1S(=O)(=O)N(Cc1cn(Cc3cccc(F)c3)nn1)Cc1ccccc1O2 (configuration not stated)
35: CCOc1cc(/C=N/NC(=O)c2cc(-c3ccccc3)nc3ccccc23)ccc1O
36: COc1ccccc1N1CCN(C2CCCN(C(=O)CCc3c(C)noc3C)C2)CC1 (configuration not stated)
assay / entry	31	32	33	34	35	36
DAX1 inh-1	0.5	-0.1	-0.7	nt	0.7	-0.3
DAX1 inh-2	1.0	0.5	1.9	0.8	-1.0	-0.3
Rev-erbA mod	-4	-1	-2	-2	2	-3
PG9 binder	1.6	0.5	-1.2	nt	-0.8	0.2
SMARCA2 act	1	-1	0	-3	-1	-3
hgDAF12 agonist	0.1	2.2	5.5	0.8	2.5	0.1
hcDAF-12 act	0.6	0.0	-1.1	-0.8	0.7	-2.2
PLCb3 inh	-240	-4	-6	-2	-8	-9
FXN GAA850 act	0.6	1.5	2.1	nt	0.8	0.2
ssDAF-12 act	-1.2	-1.2	-0.7	-0.2	-0.7	-1.3
HGIII-sPLA2 inh	2	-1	1	-23	-20	3

37: COc1ccc(S(=O)(=O)n2[nH]c(=O)c(CCO)c2C)cc1
38: CCOCCCn1c(=S)[nH]c2cc(C(=O)N3CCC(C(N)=O)(N4CCCCC4)CC3)ccc2c1=O
39: CN(C1CCCCC1)S(=O)(=O)CCNC(=O)c1ccccc1
40: CN1CCOC(=O)/C1=N/Nc1cc(Cl)ccc1Cl
41: Cc1cccc2c(CCNC(=O)c3ccc([N+](=O)[O-])cc3)c[nH]c12
42: CCN(CC)c1ccc(-c2nnc(SCC(=O)N(CCOC)c3c(N)n(CC(C)C)c(=O)[nH]c3=O)o2)cc1
assay / entry	37	38	39	40	41	42
DAX1 inh-1	-0.4	0.9	-1.0	2.0	-0.8	0.8
DAX1 inh-2	0.4	-0.9	1.3	0.8	-1.0	-0.2
Rev-erbA mod	2	-6	-4	-2	0	3
PG9 binder	-2.7	0.4	0.9	-1.9	-0.4	-2.0
SMARCA2 act	-4	0	0	-5	-5	5
hgDAF12 agonist	-1.8	-3.1	0.7	-0.1	0.2	4.3
hcDAF-12 act	1.0	2.3	-1.3	2.9	-3.8	-2.3
PLCb3 inh	-8	-5	2	-1	-3	-53
FXN GAA850 act	2.3	-0.8	-0.6	3.2	1.4	1.2
ssDAF-12 act	-0.7	-1.4	-0.8	-1.2	-2.0	-0.7
HGIII-sPLA2 inh	12	14	0	9	-29	-9

Screens deposited in PubChem BioAssay by several laboratories.
